Screening results (PubChem BioAssay)
Tau fluor counter: Counterscreen qHTS for Inhibitors of Tau Fibril Formation, Fluorescence Polarization; Potency, µM (series often up to 57.7 µM), for the others: at the top dose activity change, negative = decrease; tau K18 P301L (four-repeat tau fragment) Alexa594 fluorescence, heparin fibrillization; hit rate 0.93% among 280,000; AID 1463, 2008; note: potency is the fitted concentration of half-maximal effect; % is set by controls: 0 for no effect and ±100 for the full control effect; nearly all actives have a fitted effect of over 55% in size
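Human K18 P301L tau (15 uM unlabeled plus 0.24 uM Alexa 594-labeled, final) in 100 mM sodium acetate pH 7 was mixed with compound and 20 uM heparin and incubated 6 hr at 37 C.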
aGal spleen mod: qHTS Assay for Inhibitors and Activators of Human alpha-Galactosidase From Spleen Homogenate. Potency, µM (top dose mostly 80 µM), inactives show at the top dose activity change, negative = inhibition, actives largely listed as inhibitors. hit rate 0.008% among 240,000. human spleen homogenate, 4MU-alpha-Gal fluorescence, 40 min;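 note: potency is the fitted concentration of half-maximal effect; 0% = enzyme with vehicle and -100% = no enzyme basal signal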
Target sequence (P06280 32-429 limits assumed): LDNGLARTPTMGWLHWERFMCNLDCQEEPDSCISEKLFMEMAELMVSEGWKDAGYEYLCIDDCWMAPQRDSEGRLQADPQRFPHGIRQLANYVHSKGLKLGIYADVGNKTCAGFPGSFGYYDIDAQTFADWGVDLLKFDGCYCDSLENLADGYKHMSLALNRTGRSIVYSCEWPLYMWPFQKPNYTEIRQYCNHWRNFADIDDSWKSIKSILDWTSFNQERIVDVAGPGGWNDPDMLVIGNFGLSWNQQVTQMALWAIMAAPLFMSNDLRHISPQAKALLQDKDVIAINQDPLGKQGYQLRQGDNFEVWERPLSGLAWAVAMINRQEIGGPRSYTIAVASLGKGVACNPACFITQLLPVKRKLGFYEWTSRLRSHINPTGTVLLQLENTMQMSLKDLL
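Fluorogenic readout (Ex 365/Em 440 nm) of 4-methylumbelliferone released from 1 mM 4-MU-alpha-galactoside by spleen homogenate, 40 min at 37C, pH 5.0. Data normalized to no-enzyme and enzyme controls; Hill-equation AC50 from compound titrations.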
NPSR antag: qHTS Assay for Antagonists of the Neuropeptide S Receptor: cAMP Signal Transduction. Q6W5P4. CHO-NPSR cells, cAMP TR-FRET, antagonist mode. Potency, µM (doses to about 38.3 µM), for the others: at the highest dose activity change, negative = inhibition, most hits filed as inhibitors. hit rate 1% among 220,000. AID 1461, 2008; note: potency is the fitted concentration of half-maximal effect; % is set by controls: 0 for no effect and ±100 for the full control effect; nearly all actives have a fitted effect of over 50% in size; many of its hits are not listed in these tables
TexasRed fluor: Total Fluorescence Counterscreen for Inhibitors of the Interaction of Thyroid Hormone Receptor and Steroid Receptor Coregulator 2; TRb/SRC2 Texas Red total fluorescence interference; Potency, µM (titrated, usually from 106 µM), inactives show at the highest dose fluorescence change, negative = quenching; hit rate 0.29% among 280,000; active = well fitted curve in either direction with a large enough effect; inconclusive = small, poorly fitted or top-dose-only effect; note: potency is the fitted concentration of half-maximal effect; % is set by controls: 0 for no effect and ±100 for the full control effect
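Human TRβ ligand-binding domain (0.6 uM) and Texas Red SRC2 peptide (20 nM) in Tris buffer with 1 uM T3 and 5% DMSO were incubated with pinned compound for 5 hr at ambient temperature. Total fluorescence was computed as S + 2P (555/632 nm).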
CBFb RUNX1 block: qHTS Assay for Compounds Blocking the Interaction Between CBF-beta and RUNX1 for the Treatment of Acute Myeloid Leukemia. Runt-related transcription factor 1 (Homo sapiens) + Core-binding factor subunit beta …. AlphaScreen CBFb-His/RUNX1-biotin binding, biochemical. Potency, µM (highest dose often 59.8 µM), without a hit: at the top dose activity, negative = inhibition, most hits filed as inhibitors. 230,000 tested, under 10 active. AID 1477, 2009; note: % of control where 0% means no effect
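Compounds were screened at multiple concentrations against a preformed CBF-beta(His)/RUNX1(biotin) complex (30 nM of each) for 15 min at room temperature, followed by 90 min with nickel and streptavidin beads and AlphaScreen reading.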
TRb-SRC2 inh: qHTS for Inhibitors of the Interaction of Thyroid Hormone Receptor and Steroid Receptor Coregulator 2; Potency, µM (series often up to 106 µM), without a hit: at the highest dose activity change, negative = inhibition, usual class: inhibitors; TRbeta-SRC2 peptide binding, fluorescence polarization; receptor liganded with 1 µM T3; hit rate 0.065% among 280,000;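 note: potency is the fitted concentration of half-maximal effect; plate controls were bound peptide for no effect and peptide without receptor for full effect; nearly all actives have a fitted effect of over 50% in size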
Target sequence (P10828 whole entry, looked up): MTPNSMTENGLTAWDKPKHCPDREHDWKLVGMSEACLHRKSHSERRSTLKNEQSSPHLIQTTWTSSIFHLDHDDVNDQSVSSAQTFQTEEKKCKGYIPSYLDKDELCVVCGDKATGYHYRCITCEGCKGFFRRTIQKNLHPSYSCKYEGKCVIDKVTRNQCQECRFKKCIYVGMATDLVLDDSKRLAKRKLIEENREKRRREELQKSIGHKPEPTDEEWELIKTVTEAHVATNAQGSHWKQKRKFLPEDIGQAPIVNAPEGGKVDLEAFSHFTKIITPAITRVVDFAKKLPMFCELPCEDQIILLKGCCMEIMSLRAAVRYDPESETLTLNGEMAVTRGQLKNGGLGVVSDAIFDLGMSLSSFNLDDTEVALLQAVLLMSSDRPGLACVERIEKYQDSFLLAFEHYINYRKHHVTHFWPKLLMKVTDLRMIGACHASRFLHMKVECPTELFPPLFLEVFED
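Human TRb ligand-binding domain (0.6 uM) is mixed with 20 nM Texas Red SRC2 peptide and 1 uM T3; after compound addition and 5 hr at ambient temperature, polarization is measured and normalized to unbound and bound controls.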
Epigenetic reg: Quantitative High-Throughput Screen for Regulators of Epigenetic Control; murine LDR cells, GFP reporter derepression, 30 h; Potency, µM (titrated, usually from 53.9 µM), for inactives: at the highest dose GFP activation, hits mostly activators; hit rate 0.2% among 280,000; AID 1865, 2009; note: potency is the fitted concentration of half-maximal effect; % of control where 0% means no effect; nearly all actives have a fitted effect of over 60% in size
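Reporter derepression read as number of fluorescent GFP-positive objects, 20-120 um in size, counted by laser-scanning cytometer. Mouse LDR line with an epigenetically silenced CMV-GFP locus; compound incubation 30 h, 37 C.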
Tau fibril FP: qHTS for Inhibitors of Tau Fibril Formation, Fluorescence Polarization; K18 P301L tau heparin fibrillization, Alexa594 FP, 6 h; Microtubule-associated protein tau (Homo sapiens), P10636; AID 1468, 2008; hit rate 0.39% among 280,000; Potency, µM (doses to about 57.7 µM), for the others: top-dose activity, negative = inhibition, usual class: inhibitors; note: potency is the fitted concentration of half-maximal effect; % is set by controls: 0 for no effect and ±100 for the full control effect; nearly all actives have a fitted effect of over 55% in size
Target sequence (P10636 561-689 P618L limits assumed): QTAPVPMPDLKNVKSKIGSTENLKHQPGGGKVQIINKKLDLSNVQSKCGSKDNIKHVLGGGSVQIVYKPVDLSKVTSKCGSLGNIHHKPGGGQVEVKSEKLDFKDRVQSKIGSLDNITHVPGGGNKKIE
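Steps: dispense K18 P301L tau (15 uM plus 0.24 uM Alexa 594 tracer, final) in pH 7 sodium acetate; add compound; add heparin (20 uM final); incubate 6 hr, 37 C; add ThT (30 uM final); after 1 hr ambient, read FP.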
The depositor's hits bear a star; ? = inconclusive; · = no result given; [ ] = remark or other dose. Unless noted, calls come from the whole dose curve; as a rule, active = well fitted curve in the direction sought with a large enough effect; inconclusive = small, poorly fitted or top-dose-only effect, or another doubt; inactive = no such curve, though single readings can be large; an effect the other way counts as inactive or inconclusive.

SMILES	Tau fluor counter	aGal spleen mod	NPSR antag	TexasRed fluor	CBFb RUNX1 block	TRb-SRC2 inh	Epigenetic reg	Tau fibril FP
Cc1ccc(NC(=O)COC(=O)c2ccc3c(c2)OCO3)c(C)c1	4%	5%	-10%	-1%	-2%	1%	0.5%	-4%
CCC(=O)Nc1ccc2ccccc2c1	10%	1%	11%	1%	7%	-7%	-2.0%	7%
Cn1c(=O)cc(SCC(=O)NCC2CCCO2)c2ccccc21 (stereo not given)	-16%	-25%	?	-1%	-6%	0%	1.0%	1%
Cc1ccc(-c2nc(S(=O)(=O)c3ccc(C)cc3)c(SCC(=O)c3ccccc3)o2)cc1	?	·	·	1%	·	2%	-1.1%	-15%
O=C(NCc1ccc2c(c1)OCO2)C1CC(=O)N(CCc2ccccc2)C1 (stereo not given)	-1%	-1%	-11%[46.1 µM]	3%	-2%	-4%	2.2%	-1%
C/C(=N\N=c1/sc2ccccc2n1C)c1ccc(N2CCOCC2)cc1	-29%	5%	-3%	-3%	-15%	-1%	2.7%	11%
CCOc1ccc(NC(=O)CCN2CCN(c3ccccc3)CC2)cc1	2%	2%	-9%[46.1 µM]	-2%	-1%	-18%	-6.3%	5%
COCCCNC(=O)c1c(-c2ccccc2)noc1C	1%	-3%	-6%[46.1 µM]	-5%	3%	-3%	0.0%	-8%
CCN1CCN(C(=O)C(=O)c2c(C)[nH]c3ccccc23)CC1	3%	1%	4%	3%	11%	-9%	-1.1%	4%
Cc1ccc(-c2ccc(/C=N/n3cnnc3)o2)cc1	-11%	5%	6%	-1%	-4%	3%	4.9%	-4%
CCOC(=O)c1c2c(c(=S)n(-c3ccccc3)c1N)CCC2	?	4%	13%[46.1 µM]	2%	-9%	-21%	-5.3%	?
O=C(NC1CCCCC1)c1ccc(N2CCCC2=O)cc1	-2%	4%	-20%[46.1 µM]	3%	5%	-4%	0.0%	-1%
CCn1c2ccccc2c2cc(NC(=O)N3CCOCC3)ccc21	-29%	6%	9%[46.1 µM]	-2%	-3%	-5%	-1.0%	9%
CS/C(=C\[N+](=O)[O-])Nc1ccccc1	-17%	-3%	-8%[46.1 µM]	-2%	7%	-6%	-0.7%	?
COc1ccc(CNC(=O)C(c2ccco2)N(C(=O)c2ccccn2)c2ccccc2)cc1 (stereo not given)	7%[2.34 µM]	-4%	11%	3%	3%	0%	-0.1%	9%
CN(CC(=O)Nc1ccc(Cl)c(C(F)(F)F)c1)Cc1cc(=O)n2ccsc2n1	-10%	-18%	-4%	-3%	-23%	-6%	-5.4%	-8%
COCCOc1cc(N2C(=O)CSCC2=O)c(Cl)cc1Cl	-6%	-3%	-14%[46.1 µM]	-3%	3%	-3%	-1.2%	5%
O=C(Nc1ccc(-c2noc(COc3ccccc3Cl)n2)cc1)c1ccco1	?	-3%	-18%	0%	-4%	-24%	16%	?
Cn1cnc(C(F)(F)F)c1-c1ccc([N+](=O)[O-])cc1	3%	4%	5%	0%	1%	5%	-2.0%	2%
COc1ccc(-c2cc(C(=O)NC(Cc3cc4ccccc4[nH]3)C(=O)O)c(C)o2)cc1OC (stereo not given)	?	-9%	19%	-8%	-13%	5%	-0.2%	-9%
Cc1ccc(/C=N/NC(=O)CNC(=O)Cc2ccccc2)o1	2%	-22%	9%[46.1 µM]	0%	-5%	2%	0.0%	2%
CC(C)Cn1c(SC(C)C(=O)Nc2ccc3c(c2)OCCO3)nc2ccccc2c1=O (stereo not given)	?	-4%	?	0%	-1%	1%	-3.0%	11%
Cc1ccc2cc(CCNC(=O)c3cccc([N+](=O)[O-])c3)c(=O)[nH]c2c1	-13%	-2%	12%	-1%	-6%	1%	1.5%	1%
CC(=O)OCP(C)(=O)COC(C)=O	-5%	-3%	-7%[46.1 µM]	-8%	0%	1%	-1.0%	0%
O=S(=O)(NCc1ccccn1)c1ccc(Cl)s1	-9%	7%	-24%	2%	4%	-1%	1.9%	-2%

Brought forward from above: five entries; new compounds follow.
SMILES	Tau fluor counter	aGal spleen mod	NPSR antag	TexasRed fluor	CBFb RUNX1 block	TRb-SRC2 inh	Epigenetic reg	Tau fibril FP
Cc1ccc(/C=N/NC(=O)CNC(=O)Cc2ccccc2)o1	2%	-22%	9%[46.1 µM]	0%	-5%	2%	0.0%	2%
CC(C)Cn1c(SC(C)C(=O)Nc2ccc3c(c2)OCCO3)nc2ccccc2c1=O (stereo not given)	?	-4%	?	0%	-1%	1%	-3.0%	11%
Cc1ccc2cc(CCNC(=O)c3cccc([N+](=O)[O-])c3)c(=O)[nH]c2c1	-13%	-2%	12%	-1%	-6%	1%	1.5%	1%
CC(=O)OCP(C)(=O)COC(C)=O	-5%	-3%	-7%[46.1 µM]	-8%	0%	1%	-1.0%	0%
O=S(=O)(NCc1ccccn1)c1ccc(Cl)s1	-9%	7%	-24%	2%	4%	-1%	1.9%	-2%
CCCc1cc(=O)n(-c2nc3ccccc3s2)[nH]1	-10%	2%	-4%	-1%	-5%	-2%	0.1%	-5%
CN(Cc1cnn(C)c1)Cc1nc(Cc2ccccc2Cl)no1	-4%	-1%	12%	0%[53 µM]	3%	-7%[53 µM]	2.1%	-4%
Cc1cc(C)cc(OCC(=O)NNC(=O)c2ccoc2C)c1	-17%	1%	1%[46.1 µM]	1%	10%	-11%	-1.9%	-22%
Cc1cc(C(=O)COC(=O)Cn2cnc3c2c(=O)n(C)c(=O)n3C)c(C)n1C	1%	-4%	?	-2%	-5%	0%	-0.1%	-4%
COc1cc(/C=C(\NC(C)=O)C(=O)Nc2ccc(NC(C)=O)cc2)ccc1OC(C)=O	1%	-2%	4%	-3%	4%	-4%	0.0%	-4%
Cc1cc(C)nc(N(C#N)Cc2cccc([N+](=O)[O-])c2)n1	-3%	4%	-3%	-3%	15%	7%	-6.1%	-4%
CC1=C(C(=O)Nc2cccnc2)C(c2ccc(F)cc2)n2nc(-c3cccc(C)c3)nc2N1 (stereo not given)	?	·	·	-4%	·	6%	12%	?
COc1cc(OC)c(C2C(C#N)=C(N)OC3=C2C(=O)CC(C)C3)cc1OC (stereo not given)	-8%	9%	?	-6%	4%	-6%	-4.8%	-5%
COc1ccc(N(CC(=O)O)S(=O)(=O)c2ccc(C)cc2)cc1Cl	16%	2%	5%	-3%	-1%	-4%	0.0%	4%
COCCCN(C(=S)Nc1c(C)cc(C)cc1C)C(C)c1ccncc1 (stereo not given)	-2%	7%	5%	3%	13%	1%	-1.6%	-1%
NNc1nc(-c2ccccc2)cc(-c2ccccc2)n1	-24%	-14%	-33%	-1%	0%	-1%	0.0%	-3%
O=C(C1CCCO1)N1CCN(S(=O)(=O)c2cccc3nsnc23)CC1 (stereo not given)	-1%	3%	7%[46.1 µM]	-6%	1%	3%	0.2%	-2%
N/C(=N\OC(=O)c1cccc([N+](=O)[O-])c1)c1ccccn1	0%	-3%	-2%	-2%	-2%	2%	-2.7%	2%
Cc1c(C(=O)NCc2ccc3c(c2)OCO3)oc2ccc(S(=O)(=O)N3CCCCCC3)cc12	-21%	1%	-25%[46.1 µM]	0%	-1%	-5%	-0.7%	2%
O=C(c1cccs1)C1C(c2ccc(Br)cc2)NC(=S)NC1(O)C(F)(F)F (stereo not given)	2%	1%	-5%	-4%	-12%	0%	-1.9%	3%
O=C(NCCc1cccc(Cl)c1)c1cccnc1	0%	5%	4%[46.1 µM]	2%	26%	-25%	-0.8%	5%
O=C(CN1CCOCC1)Nc1ccc(S(=O)(=O)N2CCCCCC2)cc1	-4%	-2%	6%[46.1 µM]	-3%	10%	-7%	0.0%	-3%
Cc1ccc2oc(C(=O)Nc3sc4c(c3C(=O)NCc3cccnc3)CCCC4)cc(=O)c2c1	-13%	·	·	8%	·	-4%	-1.0%	2%
Cc1cc2nc(C3CCCN(C(=S)Nc4ccccc4C)C3)[nH]c2cc1C (stereo not given)	-12%	-4%	-10%[46.1 µM]	-1%	1%	-5%	-0.9%	-4%
O=C1CCCC2=C1C(O)(C(F)(F)F)C(=O)N2Cc1ccccc1 (stereo not given)	-4%	1%	3%	-5%	0%	-14%	-1.0%	-11%
FCCCOc1ccc(-c2nccc(-c3ccc(Br)cc3)n2)cc1	?	-2%	-15%[46.1 µM]	0%	12%	3%	5.6%	-14%
CCN(CC)C(=O)CSc1nc2[nH]ncc2c(=O)[nH]1	-3%	8%	9%	-1%	1%	7%	-1.9%	3%
COc1ccc2[nH]c(=O)c(CN(CCCN(C)C)C(=O)Nc3ccccc3)cc2c1	7%	11%	-11%[46.1 µM]	2%	3%	0%	-0.5%	-4%
CCOc1ccc(-c2cc(CCCC(=O)NCc3ccc(C)cc3)no2)cc1	-9%	1%	-13%[46.1 µM]	-1%	-3%	-5%	-1.1%	-4%
CN(C)CCCOc1nn(Cc2ccccc2)c2ccccc12	·	4%[29.1 µM]	·	0%[53 µM]	0%[21.7 µM]	-7%[53 µM]	-1.4%[16.9 µM]	·
CN1C(=O)N(c2cccc3ccccc23)C(n2cncn2)C1(C)C (stereo not given)	2%	?	-28%[7.67 µM]	0%	3%	-10%	-2.5%	-5%
CC(C)NC(=O)NC(=O)COC(=O)c1ccc(NC(=O)CC#N)cc1	-9%	-1%	-4%[46.1 µM]	0%	-5%	-7%	-0.7%	6%
CC1CCc2sc3nc(N4CCN(CCO)CC4)n4ncnc4c3c2C1 (stereo not given)	-1%	5%	-2%[46.1 µM]	-2%	4%	-5%	-0.8%	0%
COc1cc2nc(SCC(=O)Nc3ccc(F)cc3)n3nc(CCn4c(C)nc5ccccc54)nc3c2cc1OC	?	·	·	-1%	·	-1%	15%	?

The list is partial (hit frequency here may not be typical).
